From PubChem
LYPLA1 inh – counter-screen for PME1 inhibitors: inhibitors of human LYPLA1. O75608. recombinant LYPLA1, FP-Rh probe fluorescence polarization. inhibition, % at 5.9 µM. 0.16% of 320,000 active. AID 2174;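 active means inhibition above the mean of all tested compounds plus 3 SD, set per campaign, cut at about 14% in these data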;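 further: inhibitors block serine hydrolase probe labeling of LYPLA1 so polarization falls; 0% = enzyme with DMSO and 100% = wells lacking LYPLA1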
GSTO1 inh – counter-screen for RBBP9 inhibitors: inhibitors of human GSTO1; P78417; inhibition, % at 5.96 µM; 1.1% of 300,000 active; recombinant GSTO1, activity-based probe fluorescence polarization;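 active means inhibition above the campaign mean inhibition plus 3 SD, cut at about 35% in these data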;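 further: 0% = GSTO1-1 with DMSO and 100% = wells lacking GSTO1-1 enzyme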
PAFAH1B3 FP inh – PAFAH1B3 (human) inhibition. recombinant PAFAH1B3, FP-rhodamine probe, fluorescence polarization. inhibition, % at 3.39 µM. Q15102. 0.28% of 340,000 active;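 active means inhibition above the screen-wide average of all tested compounds plus 3 SD, cut at about 25% in these data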;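 further: 0% = enzyme with DMSO only and 100% = wells lacking PAFAH1B3 protein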
Target sequence (Q15102 whole entry, looked up): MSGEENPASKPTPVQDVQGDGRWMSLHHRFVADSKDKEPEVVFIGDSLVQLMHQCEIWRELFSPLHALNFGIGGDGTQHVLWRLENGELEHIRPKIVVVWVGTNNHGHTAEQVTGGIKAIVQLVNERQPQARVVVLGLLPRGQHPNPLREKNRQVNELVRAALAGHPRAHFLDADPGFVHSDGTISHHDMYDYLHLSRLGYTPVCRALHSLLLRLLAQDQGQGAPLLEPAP
PAFAH2 inh – PAFAH2 (human) inhibition; recombinant PAFAH2, FP-rhodamine activity probe, fluorescence polarization; inhibition, % at 3.39 µM; 0.99% of 340,000 active; AID 492956;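 active means inhibition above the mean over all tested compounds plus 3 SD, cut at about 30% in these data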;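 further: inhibitors block probe labeling of enzyme so polarization drops; 0% = enzyme with DMSO and 100% = wells lacking PAFAH2 protein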
EBNA-1 inh – blocks EBNA-1 binding to DNA | EBNA-1 DNA binding, fluorescence polarization | inhibition, % at 14.8 µM | AID 1950 | 0.34% of 300,000 active; in the data active means inhibition above about 28%
PREPL inh – human PREPL enzyme inhibition. recombinant PREPL, fluorescence polarization activity-based probe. inhibition, % at 5.96 µM. Q4J6C6. 0.68% of 320,000 active; in the data active means inhibition above about 43%;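 further: 0% = enzyme with DMSO and 100% = wells lacking enzyme; many of its hits are not listed in these tables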
Target sequence (Q4J6C6 whole entry, looked up): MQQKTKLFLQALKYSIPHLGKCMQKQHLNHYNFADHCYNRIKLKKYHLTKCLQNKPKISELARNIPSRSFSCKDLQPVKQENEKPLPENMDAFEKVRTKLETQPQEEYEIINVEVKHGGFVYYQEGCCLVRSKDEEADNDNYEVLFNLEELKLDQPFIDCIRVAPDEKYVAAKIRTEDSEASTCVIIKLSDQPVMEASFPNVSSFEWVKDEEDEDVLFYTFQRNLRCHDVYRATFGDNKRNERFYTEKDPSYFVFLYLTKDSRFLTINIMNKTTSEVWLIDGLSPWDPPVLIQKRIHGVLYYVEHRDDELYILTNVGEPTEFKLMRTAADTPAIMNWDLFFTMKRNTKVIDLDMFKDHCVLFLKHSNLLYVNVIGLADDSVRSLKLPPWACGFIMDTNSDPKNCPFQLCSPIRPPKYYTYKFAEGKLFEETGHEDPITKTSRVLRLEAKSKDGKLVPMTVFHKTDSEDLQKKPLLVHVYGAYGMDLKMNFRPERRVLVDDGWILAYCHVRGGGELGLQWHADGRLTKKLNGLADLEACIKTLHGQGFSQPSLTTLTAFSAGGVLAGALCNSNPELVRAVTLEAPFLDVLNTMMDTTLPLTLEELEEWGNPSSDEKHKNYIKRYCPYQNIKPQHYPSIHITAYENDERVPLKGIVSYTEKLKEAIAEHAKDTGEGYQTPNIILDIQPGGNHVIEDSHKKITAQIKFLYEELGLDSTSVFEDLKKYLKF
LYPLA2 inh – counter-screen for PME1 inhibitors: inhibitors of human LYPLA2; recombinant LYPLA2, FP-Rh probe fluorescence polarization; inhibition, % at 5.9 µM; AID 2177; O95372; 0.38% of 320,000 active;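 active means inhibition above the screen-wide mean plus 3 SD, limit set per campaign, cut at about 26% in these data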;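 further: 0% = LYPLA2 with DMSO and 100% = wells lacking LYPLA2 enzyme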
ZTA DNA inh – ZTA (EBV) inhibition in EBNA-1 counter-screen | inhibition, % at 11 µM | ZTA-DNA binding, fluorescence polarization | 0.15% of 320,000 active; in the data active means inhibition above about 33%
PAD4 inh – blocks human protein arginine deiminase 4. Q9UM07. recombinant PAD4, RCA probe fluorescence polarization. inhibition, % at 6.36 µM. AID 485272. 0.41% of 330,000 active;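 active means percent inhibition above a cutoff equal to the mean of all tested compounds plus 3 SD, cut at about 15% in these data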;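 further: 0% = PAD4 with RCA probe and DMSO and 100% = probe without PAD4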
The depositor's hits bear a star; · = not tested or not shown. These rows are one share of the data; the hit share may differ from the screen's.

structure	LYPLA1 inh	GSTO1 inh	PAFAH1B3 FP inh	PAFAH2 inh	EBNA-1 inh	PREPL inh	LYPLA2 inh	ZTA DNA inh	PAD4 inh
COCCN(C(=O)CNC(=O)c1ccco1)C(C(=O)NC1CCCCC1)c1cccnc1 (stereo unspecified)	-1.5	3.7	-7.9	-0.4	-18.2	-1.1	0.9	-3.9	-0.2
NC(=O)c1ccc(NC(=O)c2cccc3c2OCCCO3)cc1	-0.5	7.0	·	·	2.6	4.3	-3.7	1.8	4.2
Cc1cc(NC(=O)CCC(=O)N(c2ccccc2)C(C(=O)NC2CCCCC2)c2cccs2)no1 (stereo unspecified)	1.5	-0.6	6.8	-7.6	-4.2	19.9	4.5	2.3	2.3
CC(C)(C)NC(=S)NNC(=O)c1cccc(Br)c1	0.8	-7.5	0.0	7.0	6.5	18.5	3.4	-6.9	-0.6
COc1ccc(S(=O)(=O)N2CCN(C(=O)c3cccs3)CC2)cc1	2.2	-2.8	1.6	-8.7	0.4	-10.0	8.2	-7.2	0.3
O=C(Cn1cnc2ccccc2c1=O)NC1CCCc2ccccc21 (stereo unspecified)	0.2	-4.1	5.9	-2.9	8.2	-8.3	10.8	9.0	3.2
O=C(NCC(c1cccnc1)N1CCN(c2ccc(F)cc2)CC1)c1ccco1 (stereo unspecified)	-2.4	2.6	7.3	3.1	6.4	15.2	2.1	11.7	-1.5
CCN(Cc1ccccc1)C(=O)c1cccc(S(=O)(=O)N2CCN(c3ccccc3)CC2)c1	5.7	-4.7	7.4	3.1	1.2	-90.0	7.1	-21.5	-0.3
O=C(O)COc1ccc(-c2nc(-c3ccccc3)c(-c3ccccc3)[nH]2)cc1	2.7	1.5	9.8	8.0	-1.8	0.8	-1.2	16.8	0.0
CCOC(=O)c1c(C)n(-c2ccccc2)c2ccc(OCCN(C)C)cc12	1.2	0.1	10.6	-7.9	-11.9	12.0	-11.3	-11.6	-2.6
CCCC1c2ccsc2CCN1C(=S)NC (stereo unspecified)	-2.2	0.0	-2.0	-8.8	15.8	7.0	2.9	-15.5	-3.6
O=C(CSc1ccc(F)cc1)NNC(=O)c1ccccc1Br	-0.1	6.2	5.4	-4.0	5.2	-6.8	5.1	-3.0	-2.9
O=C(Cc1ccc(Cl)cc1)Nc1ccc(C(=O)N2CCOCC2)cc1	8.0	6.5	-5.3	1.2	1.3	13.7	5.1	-23.7	-6.3
CCCNS(=O)(=O)c1ccc(OCC(=O)N2CCc3ccccc3C2)c(C)c1	2.3	-1.2	6.0	7.0	-2.4	11.9	5.0	4.4	3.2
O=c1sc2ccccc2n1CCCOc1ccccc1	-0.8	6.9	-1.9	-3.9	1.2	-2.6	7.9	0.5	0.6
NC(=O)C1CCN(C(=O)COc2ccc(S(=O)(=O)NCc3ccccc3)cc2Cl)CC1	-4.0	13.2	0.1	-2.8	-3.5	12.8	1.5	-9.3	1.6
Cc1ccccc1NC(=O)COC(=O)[C@@H]1CCCN1C(=O)c1cccs1	·	·	6.4	-5.3	·	25.3	·	·	4.2
C/C(=N/NC(=O)c1ccccn1)c1ccco1	0.0	1.9	7.7	11.9	7.5	8.6	3.8	-4.0	2.6
COCCNC(=O)C1CC2Cn3c(nc4cc(C)c(C)cc43)C2N1C (stereo unspecified)	-0.1	2.2	1.3	-4.4	-3.7	-3.4	1.0	-0.1	-2.6
CCc1nc(N[C@H](C(=O)O)C(C)CC)c2oc3ccccc3c2n1 (stereo partly specified)	0.9	2.1	5.0	7.5	10.4	-1.8	0.5	-2.4	3.8
CCN(CC)C(=S)SCC(=O)NC12CC3CC(CC(C3)C1)C2	-0.1	0.2	7.6	4.7	-8.7	-3.3	3.4	-2.7	-4.1
CC(C)CC(=O)NS(=O)(=O)c1ccc(NS(C)(=O)=O)cc1	5.9	5.2	12.3	-3.4	1.5	13.8	6.5	-2.9	0.6
N#C/C(=C/c1ccc(Sc2nc3ccccc3[nH]2)o1)c1cccc(Br)c1	-26.2	-24.2	-16.6	-17.3	9.4	-21.2	-47.1	2.0	-16.0
CC(C)Sc1nc2[nH]ncc2c(=O)[nH]1	-2.2	0.4	1.1	4.9	-2.2	1.1	-2.4	-9.3	-2.5
CCN(CC)CCOc1ccc2nc(N(C)C)sc2c1	-0.5	-4.0	3.4	-6.1	-6.6	-3.1	-4.3	-11.9	2.0
CCCCN(C1CCS(=O)(=O)C1)S(=O)(=O)c1cccs1 (stereo unspecified)	-2.0	-8.6	7.7	4.8	-8.7	5.9	-2.8	3.3	-6.4
COc1ccc(CNC(=O)C(Cc2ccccc2)n2cccc2)cc1 (stereo unspecified)	-1.9	27.5	1.5	-3.7	-5.0	-7.1	0.2	-4.8	-1.1
Cc1cccc(C(=O)C2CCOC(C)(C)C2)c1 (stereo unspecified)	-5.2	3.2	8.9	2.7	-7.4	-0.6	-6.8	-10.7	-7.6
CCCn1c(SCC(=O)c2cc(C)n(-c3ccc4c(c3)OCO4)c2C)n[nH]c1=O	-1.1	14.1	1.4	3.6	-0.2	-6.0	-2.7	-20.2	-6.2
Cc1cc(C)n2nc(CNS(=O)(=O)c3ccc(C)c(C)c3)nc2n1	1.1	-0.4	-1.5	-1.6	-15.9	-1.5	4.1	-10.0	2.6
O=C(N/N=C/c1ccccc1OC(F)F)C1=COCCO1	1.3	-1.5	5.4	1.6	-15.0	13.9	3.6	9.3	-7.3
CC(C)N1CC(C(=O)Nc2ccc(Br)c(Cl)c2)CC1=O (stereo unspecified)	3.8	-2.6	3.4	5.9	6.0	16.4	3.2	3.5	2.8
COc1ccccc1OCC(=O)NCC1CCCN(Cc2cnn(C)c2C)C1 (stereo unspecified)	-0.1	3.6	5.3	-6.3	-2.9	-4.9	5.1	21.5	-5.7
CN(Cc1c(C(=O)N/N=C/c2cccs2)nnn1-c1nonc1N)c1ccccc1	-1.8	6.2	5.1	-0.6	-11.0	-12.3	2.4	9.0	1.4
Cc1c(CCOC(=O)c2cc([N+](=O)[O-])ccc2Cl)sc[n+]1CCCCS(=O)(=O)[O-]	3.3	-0.5	9.4	-6.9	-6.9	1.7	11.1	3.6	0.6
CC(C)(CNC(=O)CO/N=C1/C=C2CCC3C(C(O)C[C@@]4(C)C3CC[C@]4(O)C(=O)CO)[C@@]2(C)CC1)C(O)C(=O)O (stereo partly specified)	-10.8	-1.7	-5.0	-0.9	9.5	10.5	5.5	-6.9	-2.9
CCOC(=O)c1c(C)[nH]c(C(=O)N2CCCC(C(=O)c3ccccc3OC)C2)c1C (stereo unspecified)	1.6	1.6	4.7	1.8	-1.8	0.1	1.8	3.4	-3.8
COc1ccc(CNC(=O)C2CCN(S(=O)(=O)c3cccc4cccnc34)CC2)cc1	-0.9	6.5	9.9	2.3	13.0	2.1	-5.4	5.3	-1.6
Cc1ccccc1C1CC(c2ccccc2OC(F)F)Nc2ncnn21 (stereo unspecified)	1.9	0.1	7.1	-0.5	6.8	-11.1	8.6	-0.2	5.1
Cc1cccc(NC(=O)c2ccco2)c1C	2.6	-36.0	8.1	-2.5	-9.8	-3.7	7.3	-14.6	-5.4
O=C(CCS(=O)(=O)c1ccccc1)NC1CCCC1	5.3	3.0	1.3	-9.0	-3.7	-1.2	1.1	-4.5	4.3
CCOc1cc(/C=N/NC(=O)CCCC(=O)NC2CCCCC2)ccc1O	1.4	3.2	5.8	5.7	1.7	11.3	-2.0	0.4	-0.5
O=C(Cn1cnc2ccccc2c1=O)Nc1ccc(-c2nnc3n2CCCCC3)cc1	-1.3	-2.2	0.6	-1.7	-9.2	11.7	-1.3	11.0	-0.9
Cc1cc(C(=O)COC(=O)CN=C2NS(=O)(=O)c3ccccc32)c(C)n1CCc1ccc(Cl)cc1	-16.9	9.5	-5.7	-11.0	4.4	1.2	-30.4	-19.7	0.4
NC(=O)CSc1nnc(C2CC2)n1Cc1ccccc1	3.6	-6.2	6.8	3.1	8.5	-6.4	2.7	11.1	1.9
CCOC(=O)c1nn(-c2cc(C(=O)OC)cc(C(=O)OC)c2)cc1O	-2.6	-3.4	12.3	1.6	-2.2	-1.3	-1.4	7.4	-2.0
O=C(NCCN1CCN(Cc2ccccc2)CC1)c1ccc(CS(=O)(=O)c2ccc(Br)cc2)o1	-3.3	1.9	8.0	-0.4	-18.7	-17.6	-6.7	-18.4	-1.8
Cc1ccc(OCC(=O)N(C)Cc2ccccc2)c([N+](=O)[O-])n1	-2.0	3.8	5.3	14.3	8.6	10.3	1.4	-22.3	2.4
COc1ccc([N+](=O)[O-])cc1NC(=O)CC1SC(=Nc2cccc(C)c2C)N(/N=C(\C)c2ccc(C)cc2)C1=O (stereo unspecified)	-5.5	-10.4	-18.1	-16.5	8.2	3.4	-6.7	2.1	0.0
COC(=O)C1CCN(C(=O)[C@H](C)NC(=O)C2CC(=O)N(c3ccc(F)cc3)C2)CC1 (stereo partly specified)	5.2	3.6	2.4	5.2	14.0	5.5	2.7	7.0	0.5
CC(OC(=O)Cc1coc2cc3c(cc12)CCC3)C(=O)NC(N)=O (stereo unspecified)	1.6	2.6	-0.7	-1.1	-5.1	3.8	1.7	-3.9	-1.5
Cc1ccc(CNC(=O)CN(C2CCCCC2)S(C)(=O)=O)cc1	-1.4	0.8	6.0	-4.8	9.9	-4.5	1.7	14.5	-4.1
O=C1c2ccc([N+](=O)[O-])cc2C(=O)N1Cc1cccnc1	1.2	7.5	7.0	11.2	-3.5	3.2	11.4	-22.2	-4.1
CC(=O)Nc1ccc(C(=O)COC(=O)c2cc(C)oc2C)c(F)c1	·	·	5.9	-1.5	·	0.8	·	·	-8.1

Taken from above:
Cc1cc(C(=O)COC(=O)CN=C2NS(=O)(=O)c3ccccc32)c(C)n1CCc1ccc(Cl)cc1 – GSTO1 inh = 9.5
CCOC(=O)c1nn(-c2cc(C(=O)OC)cc(C(=O)OC)c2)cc1O – EBNA-1 inh = -2.2
CC(C)(CNC(=O)CO/N=C1/C=C2CCC3C(C(O)C[C@@]4(C)C3CC[C@]4(O)C(=O)CO)[C@@]2(C)CC1)C(O)C(=O)O (stereo partly specified) – PAFAH1B3 FP inh = -5.0
